Source: PubChem (several laboratories)
Insulin prom inh: TRM-6 insulin promoter activity inhibition. TRM-6 cells (human fetal islet line), insulin promoter-eGFP reporter, imaging; reporter expression induced with tamoxifen. inhibition, % at 2 µM. hit rate 0.9% among 130,000. AID 1273;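 active = inhibition above the mean plus 3 SD, with well images judged a real hit on visual review, cut at about 60% in these data, passing the limit was not always enough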
sdo1 growth: sdo1-depleted yeast growth rescue | hit rate 0.21% among 140,000 | z-score at 10 µM | AID 817 | S. cerevisiae sdo1-depleted JHY4D growth rescue, OD600 30 h; active compounds read high; pdr5 snq2 efflux-pump mutant strain;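 active = z-score above 3 at both the 24 hr and the 30 hr optical density reads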;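 note: z-score against mean and SD of all compound wells on the same plate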
sdo1 growth Rescue 24 h: further read-out of sdo1 growth, marked with its call; z-score; S. cerevisiae sdo1-depleted JHY4D growth rescue, OD600; measured here: growth rescue at 24 h;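 0 is the plate mean of compound wells and units are plate SD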
Active calls of the source: *; . = no result given; & = joins results of further samples.

Fields: Insulin prom inh	sdo1 growth	sdo1 growth Rescue 24 h
- CN(C)CCOC(=O)C1(c2ccccc2)CCOCC1
  -14&44	0.74&1	-0.07&0.32
- CCOC(=O)c1c(C)oc(NC(=O)CCl)c1C(=O)OCC
  -14	.	.
- CC(/C=N/NC(=O)c1c(Br)cnn1C)=C\c1ccccc1
  9	-0.65	-1
- O=S(=O)(c1ccc(S(=O)(=O)N2CCCC3(CCCCC3)C2)cc1)N1CCCCC1
  .	-0.25	0.52
- Cc1cc(C)cc(-c2nnc(SCC(=O)c3ccc4c(c3)OCCO4)o2)c1
  67	-0.4	1.6
- CC1CN(Cc2nc3c(c(=O)[nH]c(=O)n3C)n2CC(N)=O)CC(C)O1 (stereo unspecified)
  .	0.02	-0.84
- O=C(C(=O)N1CCCc2ccccc21)c1cn(CC(=O)N2CCOCC2)c2ccccc12
  -54	.	.
- COc1ccc(Br)c(C(=O)NC2CCCC2)c1
  -64	.	.
- O=C(CNC(=O)c1ccccc1F)OC(C(=O)Nc1cc(C(F)(F)F)ccc1Cl)c1ccccc1 (stereo unspecified)
  11	-1.1	-0.94
- COc1ccccc1NC1=NCC(=O)N1Cc1ccccc1
  -115	-0.29	-1.3
- CC(=O)Nc1ccc(NC(=O)/C=C/c2ccc3c(c2)OCO3)cc1
  -14	.	.
- Cc1cnc(C(=O)N2CCN(S(=O)(=O)c3ccc4ccccc4c3)CC2)cn1
  .	-0.04	0.02
- Cc1ccc(C(=O)COC(=O)c2ccccc2N2C(=O)C3C4CCC(C4)C3C2=O)cc1C (stereo unspecified)
  29	0.15	0.89
- O=C(NNc1cccc(Cl)n1)Nc1cccc(Cl)c1
  51	0.86	0.79
- Cn1cc(C(=O)N/N=C/C(Br)=C\c2ccccc2)ccc1=O
  -14	-0.75	-0.39
- c1ccc(CN2CCC(Nc3nc(-c4ccccc4)nc4ccccc34)CC2)cc1
  54	-2.4	-1.5
- COc1cc(Br)cc(/C=N/c2ncn[nH]2)c1O
  .	-0.31	-0.42
- CCN1CCN(c2cc(C)c3cc(NC(=S)N4CCC5(CC4)OCCO5)ccc3n2)CC1
  -14	.	.
- O=C(NCC1CCCO1)/C(=C/c1ccc(Cl)cc1)NC(=O)c1ccccc1 (stereo unspecified)
  .	0.56	-0.2
- Cc1ccccc1N1CCN(C(=O)CCN2C(=O)c3ccccc3C2=O)CC1
  -7	-0.07	-0.3

An excerpt from above, limited to Insulin prom inh and sdo1 growth.
molecule	Insulin prom inh	sdo1 growth
COc1ccc(Br)c(C(=O)NC2CCCC2)c1	-64	.
O=C(CNC(=O)c1ccccc1F)OC(C(=O)Nc1cc(C(F)(F)F)ccc1Cl)c1ccccc1 (stereo unspecified)	11	-1.1
COc1ccccc1NC1=NCC(=O)N1Cc1ccccc1	-115	-0.29
CC(=O)Nc1ccc(NC(=O)/C=C/c2ccc3c(c2)OCO3)cc1	-14	.
Cc1cnc(C(=O)N2CCN(S(=O)(=O)c3ccc4ccccc4c3)CC2)cn1	.	-0.04
Cc1ccc(C(=O)COC(=O)c2ccccc2N2C(=O)C3C4CCC(C4)C3C2=O)cc1C (stereo unspecified)	29	0.15

Full records as entered above.
`O=C(CNC(=O)c1ccccc1F)OC(C(=O)Nc1cc(C(F)(F)F)ccc1Cl)c1ccccc1` (stereo unspecified) is entered as Insulin prom inh: 11; sdo1 growth: -1.1; sdo1 growth Rescue 24 h: -0.94
`Cc1ccc(C(=O)COC(=O)c2ccccc2N2C(=O)C3C4CCC(C4)C3C2=O)cc1C` (stereo unspecified) is entered as Insulin prom inh: 29; sdo1 growth: 0.15; sdo1 growth Rescue 24 h: 0.89

Continuation.
Fields: Insulin prom inh	sdo1 growth	sdo1 growth Rescue 24 h
- CC(Cl)C(=O)NNC(=O)CNS(=O)(=O)c1ccccc1 (stereo unspecified)
  -33	.	.
- S=C(NC1CC1)N1CCc2ccccc2C1
  29	.	.
- Cc1ccc(/C=N/c2sc3c(c2C#N)CCC3)s1
  .	-0.44	2
- Nc1nonc1-c1noc(N2CCOCC2)n1
  -66	0.17	0.49
- Cc1cccn2c(/C=N/OCc3ccc(F)cc3)c(-c3ccc(Cl)cc3)nc12
  12	-1.7	-1.1
- CCOC(=O)Cc1csc(SC(C)C(=O)Nc2ccc(NC(C)=O)cc2)n1 (stereo unspecified)
  27	0.13	0.6
- O=C1OC(C(=O)O)Cc2ccccc21 (stereo unspecified)
  -271	0.94	1
- CN(C1=C(NC(=O)c2ccccc2)C(=O)c2ccccc2C1=O)C1CCS(=O)(=O)C1 (stereo unspecified)
  -24	-0.52	-0.56
- Fc1ccc(CSc2nnc3ccccn23)c(Cl)c1
  0	.	.
- CC(C)N=C1NN=C(c2ccc(F)cc2)CS1
  -33	.	.
- CN(CCCN1CCOCC1)Cc1nc(-c2ccccc2)no1
  70	.	.
- COc1ccc(NC(=O)c2cc(-c3ccc(OC)c(OC)c3)on2)cc1OC
  .	1.8	3.4
- COc1ccc(C(=O)NCCCN2CCOCC2)cc1OC
  14	0.74	0.45
- CCC(C)Sc1nc2c(cnn2-c2ccc(C)cc2)c(=O)[nH]1 (stereo unspecified)
  .	-0.63	0.24
- C=CCNC(=O)c1nc2ccccc2s1
  56	1.7	1.7
- Cc1cc(N2CCCC2=O)cc(C)c1S(=O)(=O)NCCOc1ccccc1
  -11	-0.2	0.12
- Cc1ccc(C(NC(=O)C(C)C)c2cc([N+](=O)[O-])c3cccnc3c2O)cc1 (stereo unspecified)
  -127	-0.75	-0.6
- Cc1ccc(NC(=O)CSc2nnc(-c3ccccc3Br)o2)cc1C
  18	-2	-1.5
- Cc1ccccc1OCCn1cc(C(=S)N2CCN(C)CC2)c2ccccc21
  -100	.	.
- COc1ccc2[nH]cc(C(=O)CNc3nc(C)cs3)c2c1
  -7	2.5	2.9
- CC(C)CC(c1nnnn1Cc1ccco1)N1CCN(c2cccc(Cl)c2)CC1 (stereo unspecified)
  .	-1.8	-1.4
- Cc1cc(NC(=O)c2ccc(N(C)S(=O)(=O)c3ccccc3)cc2)no1
  19	-0.65	-0.83
- Cc1cc(C)c2c(c1)/C(=C/C(=O)c1ccc(Br)s1)C(=O)N2
  .	-2.5	-1.5
- COc1cc(S(=O)(=O)N(Cc2ccccn2)Cc2ccco2)ccc1-n1cnnn1
  -31	0.26	0.53
- Cc1cc(C)cc(NC(=O)CSc2nnc(-c3ccccc3C)o2)c1
  13	0.19	1.1
- COC(=O)[C@H](CCSC)NC(=O)Nc1ccc(C)cc1C
  .	0.25	-0.05
- CC(C)=C1C2C=CC1C(C(=O)Nc1cc(C)ccc1C)C2C(=O)O (stereo unspecified)
  -128	-0.24	-0.34
- Cc1cccc(-c2noc(C3CCCCC3)n2)c1
  .	0.26	-0.13
- C=CCCCOc1ccc(C(=O)O)cc1
  35	-0.19	-0.65
- O=C1CSc2ccc(C(=O)Nc3cccc(S(=O)(=O)Nc4ccc(Br)cc4)c3)cc2N1
  0	.	.
- S=C(Nc1cccnc1)NC1CCCC1
  .	1.2	-0.06
- CNc1nc(-c2ccccn2)nnc1-c1ccccc1
  -11	-2.9	-2.1
- CC(C)CN(C(=O)CN1CCN(c2ccc([N+](=O)[O-])cc2)CC1)c1c(N)n(CC(C)C)c(=O)[nH]c1=O
  -27	.	.
- CCCCC(=O)Nc1nc(C)c(-c2csc(Nc3ccc(Cl)cc3)n2)s1
  41	-2.5	-1.1
- CCOc1ccc(-c2c(C)n([O-])c3c([n+]2=O)CCCCC3)cc1
  5	.	.
- CNC(=O)c1ccc(-c2sc3nc(N4CCOCC4)c4c(c3c2N)CCCC4)o1
  .	-1.2	-1
- C=CCNC(=O)NC(=O)CSc1nnc(C(F)(F)F)n1C
  43	.	.
- CCOC(=O)C(=CNc1cc(C)nn1C(C)(C)C)C(=O)OCC
  .	0.16	0.49
- COC(=O)C(C)n1cnc2c(nnn2-c2ccc(OC)cc2)c1=O (stereo unspecified)
  7	-0.39	0.6
- CN(C)c1nc(Cl)cc(N2CCOCC2)n1
  18	0.8	-0.34
- COc1ccccc1OCCCCOc1ccccc1F
  .	-0.55	-0.75
- CC(=O)c1c(N2CCN(C(=O)c3ccco3)CC2)nc(=S)n(-c2ccccc2)c1C
  38	1.7	0.94
- O=C(/C=C/c1ccoc1)c1ccccc1O
  -35	-0.69	-0.53
- COc1ccc(CSc2n[nH]c(C)n2)cc1Br
  .	0.78	0.73
- Cc1ccccc1OCC(=O)NCc1ccccc1
  0	.	.
- NS(=O)(=O)c1ccc(NC(=O)CSc2ncn[nH]2)cc1
  0	.	.
- Cc1ccc(N2CCN(C3=NC(=O)C(Cc4ccccc4)S3)CC2)cc1 (stereo unspecified)
  .	-0.94	-0.67
- O=C(COc1ccc(Br)cc1)N1CCN(c2ccccc2)CC1
  -57	-0.41	-0.35
- CCOc1ccccc1N1C(=O)c2ccc(C(=O)O)cc2C1=O
  0	2.4	1.5
- CC(=O)N1CCN(Cc2cc(=O)n3cc(Cl)c(C)c(Cl)c3n2)CC1
  -15	0.37	1.1
- O=C(N/N=C/c1ccc(N2CCCCC2)o1)c1ccccc1
  36	1	1.1
- COc1ccc(Cn2nnc3c(=O)[nH]c(C4CCN(C(=O)c5ccccc5Cl)CC4)nc32)cc1
  73*	-0.04	-0.72
- CCOC(=O)CSC1=C(C#N)C(c2ccc(C)cc2)C(C(=O)OC)C(=O)N1 (stereo unspecified)
  -19	-0.64	-0.73
- O=C(c1cc(-c2ccccc2)on1)N1CCN(C(=O)c2ccco2)CC1
  -183	0.69	0.91
- CC1(C)CC(=O)C2=C(C1)N(Cc1ccccc1)C(=O)C2(O)C(F)(F)F (stereo unspecified)
  36	0.85	-0.18
- CCCNC(=O)c1cc2c3ccccc3n(C)c2s1
  .	-1.8	-1.7
- Cn1c(-c2ccc3c(c2)OCO3)cnc1NCc1ccccc1Cl
  15	.	.
- Cc1csc2c(C#N)c(=O)c3c(n12)CCC3
  .	0.32	-0.59
- Cc1cc(C)c2c(N)c(S(=O)(=O)c3ccccc3)sc2n1
  -27	-0.58	-0.21
- O=C(NCc1ccco1)C1CC(c2ccc(Cl)c(Cl)c2)=NO1 (stereo unspecified)
  25	.	.

The listing continues:
Fields: Insulin prom inh	sdo1 growth	sdo1 growth Rescue 24 h
- CCOC(=O)c1ccc(N2C(=O)CC(SCC(N)C(=O)OCC)C2=O)cc1 (stereo unspecified)
  4	0.23	0.32
- CC(=O)c1ccc(NC(=O)C2CC(=O)N(Cc3ccccc3)C2)cc1 (stereo unspecified)
  -39	1.4	1.1
- Cc1nc(N)sc1-c1csc(N(C)c2ccc(O)cc2)n1
  -13	-0.47	-0.26
- CCOCCOC(=O)COc1ccc(N2C(=O)c3ccccc3C2=O)cc1
  -19	0.45	-0.43
- COc1ccc(/C=C2\CCCC(C(=O)C(F)(F)F)=C2O)cc1
  -31	2	0.3
- O=S(=O)(NCc1csc(-c2cccnc2)n1)c1cccs1
  .	-0.08	-0.42
- COc1ccc(C(=O)C2CCN(C(=S)Nc3ccc(F)cc3)CC2)cc1
  50	.	.
- Cc1ccc(/C(N)=N/OC(=O)c2cccs2)cc1
  .	-1.4	-1.3
- COc1ccc(C(O)c2nccn2Cc2ccccc2)cc1 (stereo unspecified)
  27	0.2	-1
- CCC(NC(=O)CCCc1ccccc1)c1ccccc1 (stereo unspecified)
  43	-0.43	-0.73
- COc1cc(NC(=O)c2cccc3c2C(=O)N(Cc2cccnc2)C3)cc(OC)c1OC
  .	0.67	0.6
- C=CCNC(=S)Nc1ccc(Br)cc1F
  17	-0.03	-0.41
- CCn1c(N)c(C(=O)NCc2cccnc2)sc1=S
  50	0.68	-0.57
- CCc1ccc(-n2c(=O)c3c(C)c(C(=O)N(C)C)sc3n(CC(=O)NCC3CCCO3)c2=O)cc1 (stereo unspecified)
  7	.	.
- CCCC(=O)n1nc(-c2ccco2)nc1SCc1ccccc1
  .	-0.58	-0.91
- O=C1CNCc2[nH]c3ccccc3c2N1c1ccccc1
  25	-0.12	-0.26
- CCOC(=O)c1sc(NC(=O)CN2C(=O)c3cccc4cccc(c34)C2=O)nc1C
  -5	-0.72	0.79
- O=C(NC(=S)Nc1cccc(NC(=O)c2ccccc2Cl)c1)c1cccs1
  -61	-0.89	0.37
- COc1ccccc1/C=C/C=N/n1c(COc2ccccc2)n[nH]c1=S
  -21	-0.31	-0.24
- CC(C)C(=O)Nc1ccc(C(=O)NNC(=O)C(c2ccccc2)c2ccccc2)cc1
  .	-1.7	-0.44

A different layout for part of the listing above.
| molecule | Insulin prom inh | sdo1 growth | sdo1 growth Rescue 24 h |
| --- | --- | --- | --- |
| COc1ccc(C(=O)C2CCN(C(=S)Nc3ccc(F)cc3)CC2)cc1 | 50 | . | . |
| O=S(=O)(NCc1csc(-c2cccnc2)n1)c1cccs1 | . | -0.08 | -0.42 |
| CCOC(=O)c1ccc(N2C(=O)CC(SCC(N)C(=O)OCC)C2=O)cc1 (stereo unspecified) | 4 | 0.23 | 0.32 |

(next part)
Fields: Insulin prom inh	sdo1 growth	sdo1 growth Rescue 24 h
- O=C(O)CSCc1c(F)cccc1Cl
  -19	1.9	3
- COc1ccc(CCN2CCCn3c2nc2c3c(=O)n(Cc3ccccc3F)c(=O)n2C)cc1OC
  .	-0.81	-0.84
- CCc1cc2c(-n3nc(C)cc3C)ncnc2s1
  -343	-0.07	-0.32
- NS(=O)(=O)c1cccnc1Nc1cccc(Cl)c1Cl
  11	-0.3	0.29
- O=C(NC(=S)NNC(=O)c1cnccn1)c1ccc(F)cc1
  64	.	.

Only part of the results is shown; rates above refer to the full screens.
